MT stabilize HCS: stabilizes microtubules in HeLa cells; 200,000 tested, 0.83% active; AID 2205; HeLa tubulin immunostaining HCS, 24 h; share of cells brighter than vehicle mean+2SD; % tubulin-high responders, % at 10 µM;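 active = plate Z-score above 3 for both tubulin-high and condensed-nucleus cell shares, with cell loss under 80%, at 10 µM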;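 note: anti alpha tubulin signal scored within the nucleus-defined area of each cell; some results filed as inactive read as strong as hits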
human PMI inhibition: inhibitors of human PMI, primary screen, biochemical, fluorescence intensity, coupled assay (AID 1209); one-dose inhibition, % at 20 µM; IC50 in µM for titrated hits; purified PMI enzyme, coupled fluorescence intensity; higher % means a stronger effect; 190,000 tested, 0.42% active;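 note: plate controls were DMSO vehicle for no effect and wells lacking substrate for full effect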
bCat nuc transl: modulators of beta-catenin nuclear translocation; 190,000 tested, 0.3% active; AID 1665; nuclear translocation activity, % at 5 µM; HeLa beta-catenin nuclear translocation, immunofluorescence imaging;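 active = nuclear translocation activity above 50% at 5 µM, with a well cell count of 50 or more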;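 note: per-cell ratio of nuclear to cytoplasmic median beta-catenin stain intensity; plate controls were DMSO negative control for no effect and GSK-3 inhibitor IX positive control for full effect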
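assay system = human HeLa cells, endogenous beta-catenin | times = compound treatment 24 h, 37°C, 5% CO2 | detection = Anti-beta-catenin immunofluorescence on PFA-fixed, Triton-permeabilized cells, DAPI nuclei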
Hep lipid drop: hepatic lipid droplet formation modulation; AML12 mouse hepatocytes, oleate lipid droplets, BODIPY imaging; inhibition, % at 6.5 µM; 240,000 tested, 0.4% active;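 active = lipid droplet intensity inhibited by at least 50%, with more than 500 cells counted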
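Technique: fluorescence imaging, 20x objective, two fields per well / Assay system: AML12 hepatocytes (mouse) / Measure: % inhibition of lipid droplet signal / Doses: 6.5 µM single-point dosing / Incubation: overnight exposure / Reagent: 100 µM oleic acid challenge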
T cell modulator: T cell immune modulators affecting CD8 T cell-vesicle binding; calls only at 7 µM; 330,000 tested, 0.068% active; 2C CD8+ T cell-vesicle binding, flow cytometry; hits give low values;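 active = response, share of CD8 T cells binding vesicles, and their 90th percentile fluorescence all below set limits, cut at about 80% in these data, passing the limit was not always enough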
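Also added: QL9-peptide-loaded Drosophila micro-vesicles bearing Ld, ICAM-1 and B7-1; Test system: purified 2C TCR transgenic mouse naive CD8+ T cells; Measured by: cytometric PE anti-B7-1 and Alexa647 anti-CD8 signals after 1% paraformaldehyde fixation; Timing: binding step 1.5 h, 37 °C, antibody labelling 20 min, ice.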
human PMI inhibitors: human PMI inhibitors, high substrate, primary screen, biochemical, fluorescence intensity, high mannose 6-phosphate (AID 1220); recombinant PMI enzyme, coupled fluorescence intensity; higher % means a stronger effect; 190,000 tested, 0.66% active; inhibition, % at 20 µM; hits with a dose series show IC50 in µM
Autophagy HCS: modulators of autophagy. MEF GFP-LC3 puncta imaging; test concentration mostly 10 µM. calls only at 10 µM (by protocol). 190,000 tested, 0.98% active;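 active = percentage of spot-positive cells more than 3 SD above its plate mean, without a fluorescence outlier flag or 80% toxicity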;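 note: spot-positive cell cutoff set from DMSO-treated cells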
Insulin prom up: MIN6 insulin promoter up-regulation | MIN6 insulin promoter-GFP reporter, high-content imaging; hits give high values | z-score at 5 µM | 190,000 tested, 0.3% active | AID 1625;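 active = z-score above 3 at 5 µM with at least 500 cells counted in the well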
TNAP activation fold: stimulation of alkaline phosphatase TNAP activity – biochemical, luminescent, no phosphate acceptor, uHTS, primary screen (AID 1001); activation fold at 20 µM; hits with a dose series show EC50 in µM; purified TNAP, luminescent activation assay, no phosphate acceptor; higher activation fold means a stronger effect; 200,000 tested, 0.03% active; in the data active = activation fold from about 3, or a potency from the dose series; inactive = the rest, 99 in 100 with activation fold below about 1.6; note: many of its hits are not listed in these tables
Insulin prom up cell count: recorded beside Insulin prom up, whose call it bears; cell count; measured here: cytotoxicity, nuclei count;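 total cells summed across four imaged fields per well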
Hep lipid drop cells 6.5 µM: also measured in Hep lipid drop; calls as there; cell count; measured here: cell count, cytotoxicity flag;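 cells counted across two imaged fields per well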
bCat nuc transl cell count 5 µM: second read-out of bCat nuc transl, no call of its own (marks repeat the call); cell count; measured here: cell count, cytotoxicity flag
T cell modulator vesicle-bound %: second read-out of T cell modulator, no call of its own (marks repeat the call); double positive events, %; measured here: CD8+ vesicle-bound cell fraction;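 binding gate set so that unloaded-vesicle control wells show 10% double positive cells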
MT stabilize HCS Hoechst-high %: also measured in MT stabilize HCS; calls as there; % Hoechst-high responders; measured here: nuclear condensation Hoechst responders;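 share of cells brighter than vehicle mean plus two SD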
MT stabilize HCS cytotoxicity %: also measured in MT stabilize HCS; calls as there; toxicity, %; measured here: cytotoxicity by cell density;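 0% = mean cell density of plate MIN control wells and 100% = no cells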
Autophagy HCS cell loss 18 h: also measured in Autophagy HCS; calls as there; toxicity, %; measured here: cell loss, nuclei count;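 cell loss after 18 h compound exposure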
The depositor's hits bear a star; i = inactive; nt = no result given. Cut-off read from the data, not from the text of the source, unless noted: active = inhibition above about 50%; inactive = the rest.

SMILES | bCat nuc transl | MT stabilize HCS cytotoxicity % | Hep lipid drop cells 6.5 µM | Insulin prom up | MT stabilize HCS Hoechst-high % | Hep lipid drop | T cell modulator | Autophagy HCS | Insulin prom up cell count | TNAP activation fold | bCat nuc transl cell count 5 µM | human PMI inhibitors | human PMI inhibition | Autophagy HCS cell loss 18 h | MT stabilize HCS | T cell modulator vesicle-bound %
CC(=O)c1ccc(N(C(=O)CS(=O)CC(=O)Nc2ccc(F)cc2)C(C(=O)NC2CCCCC2)c2cccs2)cc1 (stereo not given) | -3.6 | 4.9 | 751 | -0.3 | 2.9 | 2.8 | i | i | 1219 | 1.1 | 622 | 6.4% | 9.3% | -51.2 | 2.9 | 35.5
CCCCC[C@H](O)/C=C/[C@H]1C=CC(=O)[C@@H]1C/C=C\CCCC(=O)O | nt | 7.1 | 745 | nt | 2.6 | -7.8 | nt | i | nt | 1.1 | nt | -18.8% | -24.4% | 9.1 | 3.8 | nt
Nc1nnc(SCC(=O)Nc2cc(C(F)(F)F)ccc2N2CCOCC2)s1 | 0.2 | 3.3 | 738 | 0.48 | 0.5 | -2.7 | i | i | 785 | 1.1 | 1019 | -0.1% | 5.9% | -18.8 | 1.4 | 36.7
COc1cc(C=C2C(=O)OC(C)(C)OC2=O)cc(Cl)c1OCC(=O)Nc1ccccc1 | 2.4 | 6.8 | 775 | -0.19 | 1.7 | -5.1 | i | i | 1461 | 1.1 | 966 | -1.5% | 4.8% | 21.7 | 1.7 | 37.5
O=S1(=O)c2ccccc2C(CCO)N1Cc1ccccc1 (stereo not given) | -0.1 | nt | 721 | -0.54 | nt | 5.8 | i | nt | 1105 | nt | 1183 | nt | nt | nt | nt | 44.2
Nn1c(SCc2ccccc2F)nnc1-c1cccnc1 | -0.5 | nt | 758 | 0.07 | nt | 2.4 | i | nt | 1104 | nt | 1315 | nt | nt | nt | nt | 4.8
COc1cc(/C=C/C(=O)Nc2nnc(CC(C)C)s2)cc(OC)c1OC | -1.3 | 0.3 | 491 | 0.6 | 2.2 | 22.2 | i | i | 1403 | 1.1 | 1142 | 3.2% | 9.6% | 4.1 | 2.8 | 42.6
Cc1cc(C)c(NC(=O)C2CCN(c3cnccn3)CC2)c(C)c1 | -0.3 | 2.8 | 664 | nt | 2.4 | 11.3 | i | i | nt | 0.9 | 1143 | 7.7% | 6.4% | -6.2 | 4.1 | 26.3
CCOC(=O)c1sc(-c2ccc(Cl)cc2)nc1O | -4.5 | nt | 717 | -0.53 | nt | -1.1 | i | nt | 1475 | nt | 1242 | nt | nt | nt | nt | 23.9
N#Cc1ccc(CSc2nnc(-c3cccs3)n2-c2ccccc2)cc1 | nt | 5.3 | 706 | -0.43 | 1.0 | -27.4 | i | i | 1243 | 1 | nt | 24.5% | 9.8% | -2.5 | 4.0 | 60.1
COc1ccc(S(=O)(=O)N2CCCC2)c(Cl)c1Cl | -1.4 | 5.6 | 712 | 0.43 | 1.8 | 18.9 | i | i | 1352 | 1.2 | 1119 | 2.2% | -1.5% | -23.0 | 2.1 | 60.7
CC(C)C(NC(=O)c1ccccc1)C(=O)N/N=C\c1ccco1 (stereo not given) | nt | 10.3 | 696 | -0.47 | 2.7 | 13.4 | i | i | 1337 | 1.1 | nt | 4.7% | 4.4% | -7.6 | 2.7 | 43.6
COC(=O)c1ccc(SCC(=O)N2CCC(C)CC2)c([N+](=O)[O-])c1 | -0.3 | 3.3 | 674 | 0.33 | 1.7 | 6.9 | i | i | 1483 | 1 | 1046 | 3.9% | 8.2% | 2.3 | 2.7 | 8.7
Cc1cc2oc(C(=O)NCCc3ccc(S(N)(=O)=O)cc3)c(C)c2cc1C | -2.4 | 5.0 | 708 | 0.67 | 3.6 | 2.7 | i | i | 1426 | 1.2 | 1018 | 0.2% | -3.9% | 3.1 | 3.0 | 13.0
CCCCC1C2=C(CC(C)(C)CC2=O)OC2=C1C(=O)CC(C)(C)C2 | -0.8 | 8.7 | 663 | 0.25 | 2.2 | -5.5 | i | i | 1535 | 1.1 | 1064 | 8.0% | 9.5% | 5.1 | 2.9 | 47.3
O=C(O)COc1ccccc1O | -3.6 | 4.8 | nt | 0.46 | 3.6 | nt | i | i | 1152 | 1.1 | 963 | 6.4% | -0.5% | 0.8 | 5.4 | 18.3
CC(C)NC(=S)N(CCc1ccncc1)C(C)C | 0.6 | 10.2 | 703 | -0.38 | 2.6 | -20.9 | i | i | 1125 | 1.1 | 1093 | -6.1% | -0.9% | -6.9 | 3.9 | 54.1
CCCOc1cc(CC(=O)NCc2ccco2)ccc1OC | nt | 97.2 | 686 | -0.44 | 19.0 | 12.7 | i | i | 1183 | 1.1 | nt | -7.2% | 3.9% | 3.3 | 2.5 | 11.3
Cc1[nH]c2ccccc2c1CCN(Cc1cccs1)C(=S)NC(C)(C)C | -0.7 | 9.1 | 698 | -0.11 | 2.4 | -25.8 | i | i | 1194 | 1.1 | 1131 | -0.7% | 5.6% | 12.5 | 2.4 | 29.0
O=C(COC(=O)/C=C/c1nc2ccccc2s1)Nc1cccc2ccccc12 | nt | 8.4 | 658 | 0.77 | 4.4 | -15.1 | i | i | 1386 | 1 | nt | -6.0% | -5.7% | -0.9 | 1.0 | 29.6
COc1ccc(Br)cc1CNC(=O)C1CCCN(c2nc3ccccc3o2)C1 (stereo not given) | -7.6 | 8.2 | nt | -0.75 | 2.4 | nt | i | i | 1613 | 1 | 1128 | -0.1% | -1.3% | 14.7 | 3.6 | 12.1
CCCCC(C(=O)NC(C)(C)C)N(Cc1ccco1)C(=O)c1snc(C(N)=O)c1N (stereo not given) | -2.7 | 5.8 | 851 | -1.21 | 1.3 | -5.0 | i | i | 816 | 1.1 | 1238 | 8.8% | 9.9% | -5.5 | 1.9 | 25.7
O=C(Nc1cccc(Cl)c1)Nc1nc(-c2ccccc2)cs1 | nt | 10.9 | 799 | -0.22 | 2.8 | 16.3 | i | i | 1092 | 1.1 | nt | -16.2% | -14.5% | -2.8 | 3.2 | 44.0
Cc1ccc(OCCCCn2c(CO)nc3ccccc32)cc1 | -1.2 | 6.1 | 771 | 2.27 | 1.3 | -18.3 | i | i | 1014 | 1.2 | 1154 | 9.3% | 8.0% | 6.5 | 2.4 | 57.2
CCOC(=O)c1cnc(Nc2nc3ccccc3o2)nc1C | nt | 8.1 | 752 | 1.64 | 3.3 | -16.1 | nt | i | 868 | 2 | nt | -9.1% | -3.1% | -1.1 | 2.2 | nt
O=C(CSc1ccccc1)NN1C(=O)c2ccccc2C1=O | 0.8 | 2.6 | 660 | 0.13 | 0.7 | 0.2 | i | i | 1480 | 0.7 | 1516 | -3.4% | 2.6% | 6.3 | 2.0 | 47.8
COc1ccc(-c2nc(CS(=O)CC(=O)NCC3CCCO3)c(C)o2)cc1 (stereo not given) | -0.1 | 8.4 | nt | 0.03 | 3.9 | nt | i | i | 1036 | 1.2 | 1141 | -2.3% | -0.6% | 15.6 | 5.7 | 25.7
COc1cccc(NC(=O)Cc2nc(-c3ccccc3)sc2-c2ccc(C)cc2)c1 | -7.1 | 12.0 | 791 | -0.05 | 2.5 | 6.1 | i | i | 1031 | 1.1 | 571 | 11.4% | 0.3% | -24.7 | 4.5 | 27.6
O=C(Nc1cccc(F)c1)c1cc(S(=O)(=O)N2CCC(C(=O)O)CC2)ccc1F | -1.5 | 0.4 | nt | 0.2 | 1.6 | nt | i | i | 1543 | 1.1 | 1384 | 10.0% | 9.0% | 2.9 | 3.9 | 29.2
O=C(Nc1ccccc1C(=O)NC(Cc1ccccc1)C(=O)NC1CCCCC1)c1ccccc1 (stereo not given) | -0.4 | 2.1 | 640 | 0.05 | 1.6 | -8.4 | i | i | 1367 | 1.1 | 1150 | -0.3% | 10.9% | 5.2 | 3.6 | 36.5
COc1cc(/C=N/NC(=O)C2=NNC(=O)C2C)ccc1O (stereo not given) | -1.1 | nt | 688 | 0.13 | nt | 6.6 | i | nt | 1141 | nt | 1314 | nt | nt | nt | nt | 41.2
CC(C)Nc1nc(NC(C)C)nc(Oc2ccc(=O)n(C)n2)n1 | -2.9 | 6.6 | 707 | 1.86 | 2.0 | -1.7 | i | i | 1459 | 1 | 1187 | -6.9% | -1.0% | 5.9 | 4.0 | 56.6
Cc1ccc2sc(NNC(=O)C3=COCCO3)nc2c1C | -2.2 | 6.6 | 644 | -1.29 | 2.1 | -19.3 | i | i | 1613 | 2.6 | 1105 | -13.8% | -14.2% | -6.0 | 2.1 | 25.6
COc1cccc(OCCCCN2CCCCC2)c1 | 0.0 | 0.0 | 649 | -0.12 | 1.8 | -0.5 | i | i | 1807 | 1.2 | 1019 | 0.9% | 10.1% | -1.0 | 1.9 | 23.2
CCn1c(SCCC#N)nnc1-c1ccncc1 | -0.1 | 0.5 | 732 | -0.4 | 1.2 | 3.0 | i | i | 1210 | 1.1 | 1114 | 5.5% | 7.9% | -4.0 | 2.3 | 43.7

Structures above that contain a tert-butyl group (2):
SMILES | bCat nuc transl | MT stabilize HCS cytotoxicity % | Hep lipid drop cells 6.5 µM | Insulin prom up | MT stabilize HCS Hoechst-high % | Hep lipid drop | T cell modulator | Autophagy HCS | Insulin prom up cell count | TNAP activation fold | bCat nuc transl cell count 5 µM | human PMI inhibitors | human PMI inhibition | Autophagy HCS cell loss 18 h | MT stabilize HCS | T cell modulator vesicle-bound %
Cc1[nH]c2ccccc2c1CCN(Cc1cccs1)C(=S)NC(C)(C)C | -0.7 | 9.1 | 698 | -0.11 | 2.4 | -25.8 | i | i | 1194 | 1.1 | 1131 | -0.7% | 5.6% | 12.5 | 2.4 | 29.0
CCCCC(C(=O)NC(C)(C)C)N(Cc1ccco1)C(=O)c1snc(C(N)=O)c1N (stereo not given) | -2.7 | 5.8 | 851 | -1.21 | 1.3 | -5.0 | i | i | 816 | 1.1 | 1238 | 8.8% | 9.9% | -5.5 | 1.9 | 25.7
